OX1R antag-1 – human HCRTR1 antagonism | O43613 | inhibition, % at 5 µM | actives 0.43% (n = 330,000) | CHO/OX1R cells, Fluo-8 calcium fluorescence, orexin A | AID 434989;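 active = inhibition above its plate's threshold, mean inhibition of all tested compounds on the plate plus 3 SD, cut at about 37% in these data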;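 note: 0% = orexin A challenge wells and 100% = SB-334867-A antagonist wells; not every result past the cut was called active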
Target sequence (O43613 whole entry, looked up): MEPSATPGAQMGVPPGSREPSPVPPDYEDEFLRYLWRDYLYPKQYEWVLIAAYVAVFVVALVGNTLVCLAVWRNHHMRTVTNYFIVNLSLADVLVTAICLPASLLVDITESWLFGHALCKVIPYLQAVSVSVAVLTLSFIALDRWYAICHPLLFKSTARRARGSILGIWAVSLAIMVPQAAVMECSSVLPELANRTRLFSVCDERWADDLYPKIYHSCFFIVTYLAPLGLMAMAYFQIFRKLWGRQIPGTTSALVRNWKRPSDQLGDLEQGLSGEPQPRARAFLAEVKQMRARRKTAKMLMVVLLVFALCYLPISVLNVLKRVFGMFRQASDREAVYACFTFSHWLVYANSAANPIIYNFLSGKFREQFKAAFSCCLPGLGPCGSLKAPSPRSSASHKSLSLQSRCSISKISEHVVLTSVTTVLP
OX1R antag-2 – antagonists of human orexin 1 receptor (OX1R). actives 1.8% (n = 330,000). AID 485270. OX1R-expressing cells, FRET antagonist read-out. O43613. inhibition, % at 6.6 µM; in the data active = inhibition mostly above about 38%, no sharp cut-off; inactive = mostly below about 40%;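 note: 0% = agonist challenge alone and 100% = reference antagonist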
An asterisk follows results filed as active. Hits appear at their usual frequency; any-hit rate near 2.1%.

Sample of the layout, 2 compounds:
mol	OX1R antag-1	OX1R antag-2
CCOC(=O)Cc1csc(NC(=O)Cc2ccc(C)cc2)n1	-16	20
CCCCN=CC1=C(O)CC(c2ccccc2)CC1=O (configuration not stated)	-21	0

Main list, from the start:
mol	OX1R antag-1	OX1R antag-2
CCOC(=O)Cc1csc(NC(=O)Cc2ccc(C)cc2)n1	-16	20
CCCCN=CC1=C(O)CC(c2ccccc2)CC1=O (configuration not stated)	-21	0
CCc1ccccc1NC(=O)c1cccc(NC(=O)/C=C/c2ccco2)c1	-13	43
Cc1cc(-c2ccc(C)c(S(=O)(=O)N3CCN(c4ccccn4)CC3)c2)on1	-12	10
CN(CC(=O)NCCN1CCN(c2ccccc2)CC1)S(=O)(=O)c1ccc2c(c1)CCC(=O)N2	-11	6
COc1ccc(-n2c(SCC(=O)Nc3cc(C)on3)nc3c([nH]c4ccccc43)c2=O)cc1	-24	11
O=C(NC(=S)Nc1ccc(N2CCOCC2)cc1)c1ccc(Cl)cc1	-13	18
CN1CCN(C(=O)CSc2ccc(Cl)cc2)CC1	-13	9
COc1ccc(C2NC(=O)NC(C)=C2C(=O)OC2CCCCC2)cc1OC (configuration not stated)	-20	5
CC(CN1CCCC1)OC(=O)c1ccc(Br)cc1 (configuration not stated)	-10	2
Cc1ccc(C(=O)Nc2ccccc2C(=O)NC2CCCCC2)cc1S(=O)(=O)N1CCOCC1	-2	-2
O=C(c1ccccc1[N+](=O)[O-])N1CCC(Cc2ccccc2)CC1	-11	21
Cc1ccc(NS(=O)(=O)c2cc(Br)cnc2N)cc1C	-17	19
Cc1ccc(CS(=O)(=O)Cc2ccc(C(=O)NC3CCCCCC3)o2)cc1	-13	2
COc1cc(-c2nnc(SCC(=O)N(C)C3CCS(=O)(=O)C3)o2)cc(OC)c1OC (configuration not stated)	-12	10
OCCC1CN(Cc2ccncc2)CCN1C1CCCC1 (configuration not stated)	-12	9
O=C(Nc1nc(-c2ccncc2)cs1)C1COc2ccccc2O1 (configuration not stated)	-6	18
CN(C)C1CCN(Cc2cc(COCc3ccccc3)c3cccnc3c2O)C1 (configuration not stated)	-8	10
CCOC(=O)C1CCCN(C(=O)CN2C(=O)COc3ccc(C(C)(C)C)cc32)C1 (configuration not stated)	-24	10
O=Cc1c(NCc2ccccc2Cl)c2ccccc2[nH]c1=O	-10	15
Cc1cc2nc(C(C)(C)C)cc(N)n2n1	-17	14
CCOc1ccccc1CN(CCc1ccc2c(c1)OCO2)Cc1ccccn1	-20	23
COc1ccc(CC(=O)Nc2ccccc2C(=O)NCCc2ccccc2)cc1	-15	14
Cn1c(SCCCC(=O)c2ccccc2)nnc1-c1ccncc1	-11	2
CCOC(=O)c1c(NC(N)=O)nc2n1CCC2	9	7
CC(=O)c1cccc(NC(=O)COC(=O)c2ccc3c(c2)OCCO3)c1	-20	6
CC(C)(C)OC(=O)NCCCCCNC(=O)c1[nH]cnc1C(=O)Nc1cccc(Cl)c1	-8	4
COc1ccc(/C=C(\NC(=O)/C=C/c2ccco2)C(=O)NCCc2nc3ccccc3[nH]2)cc1	-17	36
CCCNC(=O)c1cc(-c2ccc(OC)cc2)n(CCCOC)c1C	-11	6
Cc1nnsc1C(=O)NNc1ccc(Cl)cc1	-2	16
O=C(c1ccccc1)c1ccc2nc(-c3ccc(NC(=O)c4ccccc4F)cc3)[nH]c2c1	1	36
Cc1cc(N=Cc2c(O)n(-c3cccc(C(F)(F)F)c3)c(=O)c3ccccc23)no1	-19	12
OC(COCc1ccc(Cl)cc1)CN1CCN(CC(O)COCc2ccc(Cl)cc2)CC1 (configuration not stated)	-6	8
O=C(COc1ccccc1)NCC(=O)N/N=C/C=C/c1ccccc1	-4	15
CC(C)OC(=O)c1c2nc3ccccc3nc2n2c1[nH]c(=O)c1ccccc12	-7	5
Cc1ccccc1C(=O)NCC(=O)OC(C)C(=O)NC(C)CCc1ccccc1 (configuration not stated)	-4	7
CCOC(=O)[C@H]1[C@H]2COc3ccc(Br)cc3[C@@H]2N2C(=O)CN(Cc3ccccc3)C(=O)[C@@]12C	-29	5
C/C(=N\N(c1ccccc1)c1ccccc1)c1ccco1	-29	21
O=C(Nc1ccc(N2CCCCC2)cc1)c1ccc([N+](=O)[O-])o1	8	25
C=CCn1c(CNC(=O)c2ccco2)nnc1SCC(=O)c1ccc(OC)cc1	-10	15
CCc1nnc(NC(=O)CSc2nnc(Cc3ccccc3)n2-c2ccc(OC)cc2)s1	-20	17
COc1cc(S(=O)(=O)N2CCOCC2)cc(C(=O)OCC(=O)NC2CCCCC2)c1OC	-8	-5
CSCC[C@H](N)C(=O)NC[C@H]1CC[C@H](C(=O)N[C@@H](Cc2ccccc2)C(=O)O)CC1	-20	-10
O=C(O)CCNC(=O)/C(=C/C=C/c1ccccc1)NC(=O)c1ccccc1	-11	18
COc1ccc(S(=O)(=O)N2CCC(C(N)=O)CC2)c2ccccc12	-13	22
CC(C)COc1ccc(C(=S)N2CCCC2)cc1	-6	17
CCc1ccccc1S(=O)(=O)Cc1ccc(C(=O)N2CCN(c3ccccn3)CC2)o1	-45	15
COC(=O)C1CCN(C(=O)COC(=O)CCc2nc3ccccc3c(=O)[nH]2)CC1	-7	19
CCCCCCSc1nnc2[nH]c(=O)cc(N)n12	0	6
Cc1ccc2c(c1)cc1c(=O)n(CC(=O)NCc3ccccn3)nc(C)n12	8	-3
O=C(COc1cccc(C(F)(F)F)c1)N1CCN(c2ccccc2O)CC1	-45	15
COCCN(CCOC)C(=O)C1CCCN(S(=O)(=O)c2ccc(NC(=O)OC)cc2)C1 (configuration not stated)	-15	10
CC(C)NC(=O)Nc1cccc2c1O[C@H](CN(C)S(=O)(=O)c1ccccc1)[C@@H](C)CN([C@H](C)CO)C2=O	-23	16
Cc1ccc(C)c(OCC(=O)N2CCc3ccccc3C2)c1	-19	11
COc1ccccc1Nc1nc(N)nc(CSc2nccc(C)n2)n1	-23	5
O=c1[nH][nH]cc1C=NCc1cccc(C(F)(F)F)c1	-4	3
Oc1ccccc1CN(Cc1ccco1)CC(O)COCc1ccc(Cl)cc1 (configuration not stated)	-24	22
CC(=O)c1cc(C#N)c(SCc2ccccc2C#N)nc1C	-16	12
Cc1ccc(C)c(NC(=O)C2COc3ccccc3O2)c1 (configuration not stated)	-20	35
COc1cc2c(cc1OC)CN(C1CC(=O)N(c3c(C)cccc3C)C1=O)CC2 (configuration not stated)	-6	13

(continued)
compound | OX1R antag-1 | OX1R antag-2
CN1CCN(c2nc3c(c(=O)[nH]c(=O)n3C)n2CC(N)=O)CC1 | 10 | 10
Cc1cc(NC(=O)Cn2nc3c(cc2=O)CCCC3)ccc1Br | -32 | 2
COc1cc(C(=O)OCCN2CCOCC2)cc(OC)c1OC | -21 | 16
CCCCCOc1ccc(C(=O)C(c2ccccc2)N2CCOCC2)cc1 (configuration not stated) | -29 | 29
COc1cc(NC(=O)c2cccnc2)ccc1-c1cc2ccccc2oc1=O | -3 | 23
COc1ccccc1CCNC(=O)CSc1nnc2ccc(-c3ccncc3)nn12 | -20 | 39*
CCOC(=O)C1CCCN(S(=O)(=O)c2cnc(Cl)c(Br)c2)C1 (configuration not stated) | -24 | 24
CCn1nc(C(=O)OCC(=O)Nc2nc(-c3ccc(OC)cc3)cs2)c2ccccc2c1=O | -27 | 33
CCc1ccc(/C=C\C(=O)N2CCCC2)cc1 | -6 | 7
COc1ccc(C(=O)NCC(C)(C)SCc2c(C)cc(C)cc2C)cc1 | 2 | 9
COc1ccc(-c2cccc(NC(=O)c3cccs3)c2)nn1 | -10 | 16
Cc1cc(C)n(-c2nc(C)nc3sc4c(c23)CCC(C)C4)n1 (configuration not stated) | -17 | 3

As a short view, part of the list above:
compound | OX1R antag-1 | OX1R antag-2
Cc1cc(NC(=O)Cn2nc3c(cc2=O)CCCC3)ccc1Br | -32 | 2
COc1cc(C(=O)OCCN2CCOCC2)cc(OC)c1OC | -21 | 16
CCCCCOc1ccc(C(=O)C(c2ccccc2)N2CCOCC2)cc1 (configuration not stated) | -29 | 29
COc1cc(NC(=O)c2cccnc2)ccc1-c1cc2ccccc2oc1=O | -3 | 23

Continued:
compound | OX1R antag-1 | OX1R antag-2
c1ccc(-c2ccc(-c3nc(-c4ccccn4)no3)cc2)cc1 | 31 | 27
Cc1ccsc1/C=C/c1ccc2ccccc2n1 | -19 | 17
CNS(=O)(=O)c1cccc(C(=O)OCc2cc(C(C)=O)ccc2OC)c1 | -29 | 15
Cc1nc(CSc2nsc(C)c2C#N)cs1 | -7 | 3
Cc1cccc(Nc2nc(N)nc(CN3CCC(C(N)=O)CC3)n2)c1C | -18 | 9
O=C1OC(Nc2ccc(Cl)cn2)c2ccccc21 (configuration not stated) | 12 | 14
COC(=O)C1=CN(CC2CCCO2)C=C(C(=O)OC)C1c1cccc(O)c1 (configuration not stated) | -22 | 14
O=c1oc(CCO)cc2ccc(C#Cc3ccsc3)cc12 | 19 | 6
CC(/C=N/n1c(-c2n[nH]c3c2CCC3)n[nH]c1=S)=C\c1ccco1 | -7 | 3
Nc1nc(N2CCN(c3ccccn3)CC2)nc2ccccc12 | 2 | -6
Cc1ccc(-n2c(SCC(=O)N(C)C3CCS(=O)(=O)C3)nc3ccccc3c2=O)c(C)c1 (configuration not stated) | -21 | 9
Cc1c(NP(=O)(Oc2ccccc2F)Oc2ccccc2F)c(=O)n(-c2ccccc2)n1C | -10 | 38
CC(C)(C)C(=O)NCCCc1ccccc1 | -15 | 25
Cc1ccc(S(=O)(=O)C2(C(=O)NCc3ccc4c(c3)OCO4)CC2)cc1 | -41 | 19
Cc1occc1C(=O)N(C)Cc1nc(-c2ccc(Cl)cc2)no1 | -27 | 13
CC(=O)Nc1ccc(S(=O)(=O)N2CCN(C(=O)c3ncoc3-c3ccc(F)cc3)CC2)cc1 | -5 | 7
Cc1ccc(SCCNC(=O)CN(c2ccc3c(c2)OCO3)S(C)(=O)=O)cc1 | -25 | 21
Clc1c(-c2ccccc2)nnn1-c1ccccc1 | -5 | 2
CCCCn1c(N)c(N(CC(C)C)C(=O)CCCc2nc3ccccc3c(=O)[nH]2)c(=O)[nH]c1=O | -15 | 23
CCC1(C)NC(=O)N(CC(=O)N2N=C(c3ccccc3)CC2c2ccc(OC)cc2)C1=O (configuration not stated) | -16 | 2
CCc1ccc(-c2nc(CS(=O)CC(=O)NC3CC3)c(C)o2)cc1 (configuration not stated) | -29 | 4
O=S(=O)(N/N=C\c1cccnc1)c1ccccc1 | 7 | 11
Nc1ccc(C(=O)OCC(=O)NC(=O)c2ccccc2)cc1[N+](=O)[O-] | 7 | 45
CC(C)N(Cc1cc2ccccc2[nH]c1=O)C(=O)c1cccc([N+](=O)[O-])c1 | -6 | 52
O=C(O)CCC(=O)NNC(=O)CCC1CCCCC1 | -1 | 7
COCCNC(=O)C1CCN(S(=O)(=O)c2ccc3c(c2)OCCO3)CC1 | 5 | 8
O=c1cc(Nc2ccc3c(c2)OCCO3)[nH]c(=O)n1-c1ccc(Cl)cc1 | 1 | 1
COC(=O)c1ccc(NC(=O)CSc2nc(=O)cc(N)n2-c2ccccc2)cc1 | -24 | 2
Nc1nnc(-c2cccc(Cl)c2Cl)c(N)n1 | 4 | 8
NC(=O)CC(NC(=O)Cc1cccc2ccccc12)c1ccc(NCCCN2CCCC2=O)c([N+](=O)[O-])c1 (configuration not stated) | -6 | 55
CCN(CC)CCCn1c2c(c(SCC(=O)Nc3ccc(C)c(F)c3)nc1=O)CCC2 | -27 | 22
O=C(CN1CCN(S(=O)(=O)c2cc(Cl)ccc2Cl)CC1)c1ccc(O)c(O)c1 | 7 | -3
COc1ccc(OC)c(N(CC(=O)Nc2ccccc2C(=O)NCc2ccco2)S(C)(=O)=O)c1 | -27 | 19
COC(=O)c1ccc2c(=O)n3c(nc2c1)SCC(c1ccccc1)=N3 | -13 | 10
CC(=O)c1c(C)[nH]c(C(=O)CN2CCN(S(=O)(=O)c3ccccc3F)CC2)c1C | -2 | 7
CCCCCN(C(=O)CCC(=O)OCC(=O)N(C)C1CCCCC1)c1c(N)n(CCCC)c(=O)[nH]c1=O | -10 | 9

Filtered by structure, the entries above containing a cyano group.
compound | OX1R antag-1 | OX1R antag-2
CC(=O)c1cc(C#N)c(SCc2ccccc2C#N)nc1C | -16 | 12
Cc1nc(CSc2nsc(C)c2C#N)cs1 | -7 | 3

The listing continues.
compound | OX1R antag-1 | OX1R antag-2
Cc1ccc(NC(=O)CSCC(=O)NC2=NCCS2)cc1 | -10 | 8
O=S(=O)(c1ccccc1)N1CCN(C(=S)NCCCN2CCOCC2)CC1 | -26 | -4
CCN1C(=O)N(C(C)=O)C2C1N(C(C)=O)C(=O)N2C(C)=O (configuration not stated) | -8 | 12
CCCN(C(=O)CSc1ncnc2sccc12)c1c(N)n(Cc2ccccc2)c(=O)[nH]c1=O | -5 | 18
Cc1ccc(CNC(=O)CN2CCC(C(N)=O)CC2)cc1 | -15 | 6
O=C(NCc1ccccc1OC(F)(F)F)C1CCC(=O)N(Cc2cccc(F)c2)C1 (configuration not stated) | -12 | 5
Cn1cnc([N+](=O)[O-])c1Sc1ncccc1N | 4 | 15
CCCC(=O)c1ccc(N2CCN(S(=O)(=O)c3ccc(C)cc3)CC2)c(F)c1 | -5 | 22
Cc1cc(=O)oc2cc(OC(C)C(=O)NCCCn3ccnc3)ccc12 (configuration not stated) | 1 | 1
C/C(=N\NC(=O)c1cccc(S(=O)(=O)N2CCCC2)c1)c1cccs1 | -19 | 0
CCN(C(=O)COc1cc(OC)ccc1C(C)=O)C1CCS(=O)(=O)C1 (configuration not stated) | -12 | 4
COc1ccc(-c2csc(NC(=S)NC(=O)c3ccccc3)n2)cc1Br | -4 | 4
COc1ccc(/C=N/NC(N)=S)cc1OC(=O)c1ccccc1 | -22 | 4
CC(C)(C)NC(=O)C(=O)NNC(=O)c1cccc(F)c1 | -16 | 3
Cc1cc(Oc2ccc(Cl)cc2)nc(-c2ccccn2)n1 | -7 | 7

Bioassay records (PubChem)
